N370S GC mod: inhibits or activates N370S mutant glucocerebrosidase. AID 2101. N370S GC spleen homogenate, 4MU-glucoside fluorescence. Potency, µM (titrated, usually from 59.4 µM), for inactives: at the top dose activity change, negative = inhibition, usual class: inhibitors. 0.092% of 330,000 active; active = well fitted inhibition curve with a large enough effect; inconclusive = small, poorly fitted or top-dose-only effect, or effect the other way, or another doubt; inactive = no such curve, though single readings can be large or run the other way;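 also: 0% = full enzyme activity and -100% = no enzyme basal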
Active calls of the source: *; ? = inconclusive; & = joins results of further samples; [ ] = dose if it differs, or a comment. Potency is read from the fitted curve at half-maximal effect.

Structure	N370S GC mod
COC(=O)C1=C(C(=O)OC)[C@@H]2Nc3ccccc3[C@@]23C[C@@H](C(=O)OC)N(S(=O)(=O)c2ccc(C#N)cc2)C3=N1	-2%[12.8 µM]
C[C@@H](C(=O)NCc1cccc2ccccc12)[C@H]1C[C@]1(C)[C@H](NC(=O)OCc1ccccc1)c1ccccc1	2%
Nc1ccccc1[N+](=O)[O-]	7%
Cc1nc(NC2CCCCC2)c2nc(-c3ccccc3)n(CCCN(C)C)c2n1	-9%
COc1ccc(-c2nc3c(c4c2C[C@H](c2ccccc2)OC4)CN(S(=O)(=O)c2ccc4c(c2)OCCN4C)CC3)c(C)c1	-8%[12.8 µM]
O=C(O)CC[C@H](NC(=O)c1ccccc1C(=O)O)C(=O)O	0%
CC(C)(O)C(=O)O	8%
CC/C=C/C#N	0%
CC(C)[C@@H](CC(=O)N[C@@H]1CCNC[C@H]1C(=O)N[C@H](CC(=O)N[C@@H](CCC(=O)O)CC(=O)O)Cc1ccccc1)NC(=O)C[C@H](CO)NC(=O)[C@@H]1CNCC[C@H]1N	3%
O=C=Nc1ccc(Cc2ccc(N=C=O)cc2)cc1	-7%

Rewritten with each value named: part of the list above.
compound: Nc1ccccc1[N+](=O)[O-]
- N370S GC mod: 7%
compound: Cc1nc(NC2CCCCC2)c2nc(-c3ccccc3)n(CCCN(C)C)c2n1
- N370S GC mod: -9%

(continued)
Structure	N370S GC mod
CN1CCc2ccc3c4c2[C@]1(C)Cc1cccc(c1-4)OCO3	1%
O=C(N/N=C1/C[C@@H](O)[C@@H](O)[C@@H]2[C@@H]3C(=O)N(C[C@@H]4CCCO4)C(=O)[C@H]3CC[C@H]12)OCc1ccccc1	-3%[12.8 µM]
COC(=O)c1ccc(C(NC(=O)OCc2ccccc2)/C(C)=C/[C@@H](C)C(=O)NCc2cc(C)on2)cc1 (stereo partly specified)	4%
COC(=O)[C@@]1(Cc2ccc(OC)cc2)[C@H]2c3cc(C(=O)N(C)C)n(Cc4cc(F)c(F)c(F)c4)c3C[C@H]2CN1C(=O)c1ccccc1	0%
CC12C=C(/C=C/c3ccccc3)C(C)(C1)C(c1ccccc1)CC2=O (stereo unspecified)	4%[12.8 µM]
COC(=O)c1ccc(C(/C=C/[C@@H](C)C(=O)NCCc2c[nH]c3ccccc23)NC(=O)OCc2ccccc2)cc1 (stereo partly specified)	8%
COC(=O)[C@@]1(Cc2ccc(F)cc2)[C@H]2c3cc(C(=O)N4CCCC4)n(Cc4ccc(S(C)(=O)=O)cc4)c3C[C@H]2CN1C(=O)c1ccccc1	-12%
Cc1nc(NCc2ccccc2)c2nc(-c3ccccc3)n(C(C)CN(C)C)c2n1 (stereo unspecified)	-7%
COc1ccc(-c2nc3c(c4c2C[C@H](c2ccccc2)OC4)CN(S(=O)(=O)c2ccc(Cl)c4nonc24)CC3)c(C)c1	-11%[12.8 µM]
COc1ccc(COC(=O)N/N=C2/C[C@@H](O)[C@@H](O)[C@@H]3[C@@H]4C(=O)N(c5cccc(Oc6ccccc6)c5)C(=O)[C@H]4CC[C@H]23)cc1	-1%[12.8 µM]

The results go on.
Structure	N370S GC mod
CCC/C=C(\CCC)C(NC(=O)c1ccccc1)c1ccccc1 (stereo unspecified)	26%
ICCc1ccccc1	19%
COC(=O)[C@@]1(Cc2ccc(F)cc2)[C@H]2c3cc(C(=O)N4CCCC4)n(Cc4ccccc4)c3C[C@H]2CN1C(=O)c1ccccc1	12%
Nc1cc(Cl)c(N)c(Cl)c1	-4%
Cc1cc(C2(c3cc(C)c(O)cc3C)OS(=O)(=O)c3ccccc32)c(C)cc1O	2%
Cc1csc(-c2coc3cc(O[C@@H]4O[C@H](CO)[C@@H](O)[C@@H](O)[C@H]4O)ccc3c2=O)n1	17%
CCCCC1=CC2=CC(=O)C(C)(OC(=O)CCC(=O)OC)C(=O)C2=CO1 (stereo unspecified)	-9%
O=[N+]([O-])c1cccc(C(F)(F)F)c1	-1%
CC(C)c1ccc2c([Si](C)(C)C)c3c(nc2c1)-c1cccc(=O)n1C3	-6%
COC(=O)C1=C(C(=O)OC)[C@@H]2N(Cc3ccccc3)c3ccccc3[C@@]23C[C@@H](C(=O)OC)N(S(=O)(=O)c2ccc(OC)cc2)C3=N1	-15%[12.8 µM]

More results follow.
Structure	N370S GC mod
COc1ccc2c(c1)O[C@@H](c1ccc3c(c1)OCO3)[C@H](OC(=O)NS(=O)(=O)c1ccc(F)cc1)C2=O	-11%
O=S(=O)(CCc1ccccc1)c1nnnn1-c1ccc(F)cc1Br	-1%
COc1ccc2c(c1)O[C@@H](c1ccc3c(c1)OCO3)[C@H](OC(=O)NS(=O)(=O)c1ccc(C)cc1)C2=O	9%
CNC(=O)C1(C)C=CCN1C(=O)OC (stereo unspecified)	-5%
CCCCC1=CC2=CC(=O)C(C)(OC(=O)c3ccco3)C(=O)C2=CO1 (stereo unspecified)	15%
CCCC[C@H]1C[C@@H]1[C@@H]1N(P(=O)(c2ccccc2)c2ccccc2)[C@](CO)(c2ccccc2)CC12CC2	16%
Nc1ncnc2c1nc(Br)n2C1O[C@H]2COP(=O)(O)O[C@@H]2C1O (stereo partly specified)	1%
CC(C)CO/N=C1/C[C@@H](O)[C@@H](O)[C@@H]2[C@@H]3C(=O)N(c4cccc(Oc5ccccc5)c4)C(=O)[C@H]3CC[C@H]12	0%[12.8 µM]
CCCCc1nc2c(c3c1C[C@H](C)OC3)CN(C(=O)C1CCCCC1)CC2	3%[12.8 µM]
Nc1ccc([N+](=O)[O-])cc1O	-3%

Following part
Structure	N370S GC mod
C[C@@H](c1ccccc1)N1C(=O)[C@H]2[C@H]3[C@H](O)[C@H](O)C/C(=N/NC(=O)OCc4ccccc4)[C@H]3CC[C@@H]2C1=O	11%[12.8 µM]
COc1cc(CCN2C(=O)N[C@@H](c3ccccc3)C(C(C)=O)=C2C)cc(OC)c1OC	9%
N#CCCCS(=O)(=O)c1nnnn1-c1ccc(F)cc1Br	-13%
CCC1=C2CC[C@H]3C(=O)NC(=O)[C@H]3[C@H]2[C@@]2(C)C(=NCCc3c[nH]c4ccccc34)OC(=O)N2C1=O	-2%
CC(C)C[C@@H](CC(=O)N[C@H](CC(=O)N[C@@H]1CCNC[C@H]1C(=O)N[C@H](CC(=O)N[C@@H](CCC(=O)O)CC(=O)O)CC(C)C)C(C)C)NC(=O)[C@@H]1CNCC[C@H]1N	-4%
CCN(CC)CCCn1c(-c2ccccc2)nc2c(N(CCOC)CCOC)nc(C)nc21	8%
CC(C)c1cccc2cc3c(nc12)-c1cccc(=O)n1C3	?
CC(C)=CCC1(CC=C(C)C)C(=O)C(C(=O)c2ccccc2)=C2OC(C)(C)CCC2(CC=C(C)C)C1=O (stereo unspecified)	-10%[12.8 µM]
CC/C=C\C[C@H](O)/C=C/C=C\C/C=C\C/C=C\CCCC(=O)O	-9%
CC1(C)Oc2ccc3ccc(=O)oc3c2CC1=O	-5%

New compounds follow:
Structure	N370S GC mod
CC[C@](C)(CN(C)C)OC(=O)c1ccccc1	8%[21.6 µM]
CCN1C(=O)[C@H]2[C@H]3[C@H](O)[C@H](O)C/C(=N/OC[C@@H]4O[C@H](c5ccccc5)C=C[C@@H]4Oc4ccc(OC)cc4)[C@@H]3CC[C@@H]2C1=O	4%[12.8 µM]
COC(=O)C1=C(C(=O)OC)[C@@H]2N(C)c3ccccc3[C@@]23C[C@@H](CO)N(C(=O)c2ccco2)C3=N1	-4%[12.8 µM]
COC(=O)[C@H](COC(C)(C)C)NC(=O)O[C@H]1C(=O)c2cc(OC)ccc2O[C@@H]1c1ccc(OC)c(Br)c1	-2%
COC(=O)C(C(C)=O)C1c2ccccc2C=C(C)N1C(=O)OC (stereo unspecified)	-8%[12.8 µM]
CCc1cc2c(nc1CC)CCN(CC/C(C)=N/O[C@@H](C)c1cn([C@@H]3COC[C@@H]3O)nn1)C2	-12%[12.8 µM]
CCCC[C@@H]1C[C@H]1C(NC(=O)c1cccs1)c1ccc(-c2ccccc2)cc1 (stereo partly specified)	6%
COC(=O)C1=C(C(=O)OC)[C@@H]2N(C)c3ccccc3[C@@]23C[C@@H](C(=O)OC)N(S(=O)(=O)c2ccc(Br)cc2)C3=N1	-4%[12.8 µM]
CC(C)(C)OC(=O)NCCCC1=CC2=CC(=O)C(C)(OC(=O)c3cnc4ccccc4n3)C(=O)C2=CO1 (stereo unspecified)	2%
CC(C)=CCC/C(C)=C/CO/N=C1/C[C@@H](O)[C@@H](O)[C@@H]2[C@@H]3C(=O)N(c4cccc(Oc5ccccc5)c4)C(=O)[C@H]3CC[C@H]12	5%[12.8 µM]

(next part)
Structure	N370S GC mod
CC1(OC(=O)c2cnc3ccccc3n2)C(=O)C=C2C=C(c3ccc(C#N)cc3)OC=C2C1=O (stereo unspecified)	4%&-4%
CC(=O)OCC1OC(Oc2cc(OC(C)=O)c3c(=O)cc(-c4ccc(OC(C)=O)c(OC(C)=O)c4)oc3c2)C(OC(C)=O)C(OC(C)=O)C1OC(C)=O (stereo unspecified)	-18%
CC(=O)Nc1ccc(S(=O)(=O)N2CCc3nc(-c4ccccc4)c4c(c3C2)CO[C@@H](C)C4)cc1	3%[12.8 µM]
CO[C@H]1COC(=O)C/C=C\[C@@H](C)[C@H](OC)COC(=O)[C@H]2CCCN2C(=O)C/C=C\[C@@H]1C	-1%[12.8 µM]
COC(=O)C1(C)C=CC2(CCCCC2)N1C(C)=O (stereo unspecified)	11%
CCOC(=O)CNc1oc(-c2ccccc2)nc1-c1ccccc1	4%
COc1ccc(COC(=O)N/N=C2/C[C@@H](O)[C@@H](O)[C@@H]3[C@@H]4C(=O)N(C[C@@H]5CCCO5)C(=O)[C@H]4CC[C@H]23)cc1	0%[12.8 µM]
CCC1OCCC=CC1C (stereo unspecified)	-3%[12.8 µM]
O=[N+]([O-])c1ccc(CSc2ncnc3c2ncn3C2OC(CO)C(O)C2O)cc1 (stereo unspecified)	-9%
Cc1cccc2sc(N)nc12	1%

Looked up by structure from the entries so far (5):
Structure	N370S GC mod
CO[C@H]1COC(=O)C/C=C\[C@@H](C)[C@H](OC)COC(=O)[C@H]2CCCN2C(=O)C/C=C\[C@@H]1C	-1%[12.8 µM]
CC(=O)Nc1ccc(S(=O)(=O)N2CCc3nc(-c4ccccc4)c4c(c3C2)CO[C@@H](C)C4)cc1	3%[12.8 µM]
CCC1OCCC=CC1C (stereo unspecified)	-3%[12.8 µM]
CC1(OC(=O)c2cnc3ccccc3n2)C(=O)C=C2C=C(c3ccc(C#N)cc3)OC=C2C1=O (stereo unspecified)	4%&-4%
CCOC(=O)CNc1oc(-c2ccccc2)nc1-c1ccccc1	4%

The results go on:
Structure	N370S GC mod
CCCCCC1=C2CNC(CC(C)C)(C(=O)OC)C=C2C(C)C1=O (stereo unspecified)	6%
COC(=O)C1(C(=O)OC)CC2=CCC3C(=O)N(c4ccccc4)C(=O)C3C2Cc2ccccc2[C@@H]1C[N+](=O)[O-] (stereo partly specified)	-6%
CC1C=CCCOC1c1ccccc1 (stereo unspecified)	-10%[12.8 µM]
Oc1cc2c(cc1O)[C@H](c1ccccc1)CNCC2	3%
COC(=O)[C@@]1(Cc2ccc(F)cc2)[C@H]2c3cc(C(=O)N(C)C)n(Cc4cccc5ccccc45)c3C[C@H]2CN1C(=O)c1ccccc1	2%
CCN(CC)CCCn1c(-c2ccccc2)nc2c(N3CCOCC3)nc(C)nc21	7%
CNc1ccc(O)cc1	?
CC1CN2C(CCC(C)C2c2ccc(Br)cc2)C(=O)O1 (stereo unspecified)	-3%&-12%&9%[12.8 µM]
CC(C)C[C@@H](CC(=O)N[C@@H](CCC(=O)O)CC(=O)O)NC(=O)[C@@H]1CNCC[C@H]1NC(=O)C[C@H](CCCN)NC(=O)C[C@H](Cc1ccccc1)NC(=O)[C@@H]1CNCC[C@H]1N	8%
NCCC[C@@H](CC(=O)N[C@@H]1CCNC[C@H]1C(=O)N[C@H](CC(=O)N[C@@H](CCC(=O)O)CC(=O)O)Cc1ccccc1)NC(=O)C[C@H](Cc1c[nH]c2ccccc12)NC(=O)[C@@H]1CNCC[C@H]1N	-8%

Next part:
Structure	N370S GC mod
Cc1nc(N2CCOCC2)c2nc(-c3ccccc3)n(CC3CCN(C)CC3)c2n1	-17%
COc1ccc2c(c1)c(CC(=O)N1CCOCC1)c(C)n2C(=O)c1ccc(Cl)cc1	0%&-1%&0%&-4%
CC(=O)OCC1OC(C#CCCCc2ccccc2)C=CC1OC(C)=O (stereo unspecified)	5%&-5%[12.8 µM]
CCN(CC)CCCCC1CCN(CC(=O)N2c3ccccc3C(=O)Nc3cccnc32)CC1	3%
CC1CCC(C(=O)O)NC1c1ccc(-c2ccco2)cc1 (stereo unspecified)	-9%[12.8 µM]
Cc1ccc2cccnc2c1	-6%
CC1CCCO1 (stereo unspecified)	10%
COc1ccc(-c2nnc3n2N=C(c2cc(OC)ccc2OC)CS3)c(OC)c1	-1%
CC/C=C\C/C=C\C/C=C\C/C=C\C/C=C\C/C=C\CCC(N)=O	-10%
COc1cccc([C@@H]2Oc3ccc(OC)cc3C[C@H]2OC(=O)NS(=O)(=O)c2ccc(C)cc2)c1	-3%

Next part.
Structure	N370S GC mod
CCCCOCCOCCSC#N	6%
CCCNC(=O)OC[C@@H]1O[C@H](CCO/N=C(\C)CCC(=O)OC[C@@H]2O[C@H](C#Cc3ccccc3)C=C[C@@H]2Oc2ccc(C)cc2)C=C[C@@H]1Oc1ccc(OC)cc1	-7%[12.8 µM]
CO[C@@H]1/C=C\CC(=O)N[C@@H](C)C(=O)OC[C@H](NS(=O)(=O)c2ccc(C)cc2)[C@H](C)/C=C\CC(=O)OC[C@H]1C	3%[12.8 µM]
O=C1[C@H]2[C@H]3[C@H](O)[C@H](O)C/C(=N/OC[C@@H](O)COCc4ccco4)[C@@H]3CC[C@@H]2C(=O)N1Cc1ccc2c(c1)OCO2	-8%[12.8 µM]

Some of the compounds tested, so the mix of outcomes need not match the whole.
